Bioassay records (PubChem)
Kir21 block = inhibitors of mouse Kir2.1 inward-rectifier potassium channel; P35561; HEK293-Kir2.1, FluxOR thallium flux fluorescence; hits give low values; B-score at 10 µM; 310,000 compounds, 0.85% hits;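 active = fluorescence ratio B-score at or below minus 3 SD of library scores, with starting-brightness B-score within 2 SD, cut at about -4.2 in these data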;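 note: channel flux triggered by added potassium and thallium sulfate stimulus; B-score of peak minus minimum fluorescence over baseline after thallium stimulus; more negative B-score means stronger Kir2.1 block with less thallium influx; some compounds called inactive have numbers as strong as hits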
Target sequence (P35561 whole entry, looked up): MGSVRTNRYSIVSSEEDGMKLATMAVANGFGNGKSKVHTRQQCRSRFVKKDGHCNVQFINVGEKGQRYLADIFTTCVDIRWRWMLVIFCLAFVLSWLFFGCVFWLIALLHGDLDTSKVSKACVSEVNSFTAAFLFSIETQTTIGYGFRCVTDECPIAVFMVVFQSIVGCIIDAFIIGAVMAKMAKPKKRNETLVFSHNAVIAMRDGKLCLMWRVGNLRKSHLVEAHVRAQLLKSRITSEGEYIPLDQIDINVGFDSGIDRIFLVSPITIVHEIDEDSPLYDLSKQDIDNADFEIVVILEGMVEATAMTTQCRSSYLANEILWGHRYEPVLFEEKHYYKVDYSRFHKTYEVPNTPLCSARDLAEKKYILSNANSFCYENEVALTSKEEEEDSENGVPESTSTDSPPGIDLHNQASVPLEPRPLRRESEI
CHT block = inhibits the human high affinity choline transporter; AID 488975; 310,000 compounds, 0.86% hits; B-score at 10 µM; Q9GZV3; CHT-expressing cells, membrane potential dye, choline response; hits give low values;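 active = B-score over 3 SD under the library average, and starting fluorescence ratio not unusually high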;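 note: choline stimulus applied at its EC90 after an EC20 pre-addition; B-score computed on integrated fluorescence ratio after choline addition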
Target sequence (Q9GZV3 whole entry, looked up): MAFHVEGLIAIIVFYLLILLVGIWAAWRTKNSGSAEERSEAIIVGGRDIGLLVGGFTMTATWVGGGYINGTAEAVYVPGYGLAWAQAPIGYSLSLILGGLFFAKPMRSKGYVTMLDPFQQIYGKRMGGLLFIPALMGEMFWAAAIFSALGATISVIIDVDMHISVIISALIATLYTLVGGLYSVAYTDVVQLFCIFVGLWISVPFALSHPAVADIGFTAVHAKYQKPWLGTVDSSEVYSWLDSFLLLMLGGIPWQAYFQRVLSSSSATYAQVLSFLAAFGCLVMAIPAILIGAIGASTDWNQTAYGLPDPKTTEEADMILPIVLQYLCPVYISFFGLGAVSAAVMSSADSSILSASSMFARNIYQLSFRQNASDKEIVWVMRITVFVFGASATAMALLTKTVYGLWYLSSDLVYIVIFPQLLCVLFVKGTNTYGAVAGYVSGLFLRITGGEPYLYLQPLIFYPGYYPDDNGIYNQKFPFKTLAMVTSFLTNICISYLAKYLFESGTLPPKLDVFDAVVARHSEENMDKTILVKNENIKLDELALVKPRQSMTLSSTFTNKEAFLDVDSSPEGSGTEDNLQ
Starred values were filed as active, the others as inactive; i = inactive; · = not tested or not shown.

The opening 3 compounds as a preview:
Structure	Kir21 block	CHT block
COc1cccc(N2CCN(C(=O)C3CCCN(S(=O)(=O)c4ccc5c(c4)oc(=O)n5C)C3)CC2)c1 (stereo unspecified)	-1.7	i
Cc1cc(C)c(C)c(OCC(O)CN2CCN(c3ccccn3)CC2)c1 (stereo unspecified)	0.65	i
Cc1cccc(NC(=O)Cn2c(=O)oc3ccccc32)c1	-0.68	i

Results, repeating the preview:
Structure	Kir21 block	CHT block
COc1cccc(N2CCN(C(=O)C3CCCN(S(=O)(=O)c4ccc5c(c4)oc(=O)n5C)C3)CC2)c1 (stereo unspecified)	-1.7	i
Cc1cc(C)c(C)c(OCC(O)CN2CCN(c3ccccn3)CC2)c1 (stereo unspecified)	0.65	i
Cc1cccc(NC(=O)Cn2c(=O)oc3ccccc32)c1	-0.68	i
CN1CCN(S(=O)(=O)c2ccc(Oc3ccc(F)c(Cl)c3)nc2)CC1	-0.67	i
O=C(CN(C(=O)CCC(=O)Nc1nccs1)c1ccccc1F)NCc1ccccc1	-1.3	i
O=C(NCc1cccc(Cl)c1)NC(=O)c1csc([N+](=O)[O-])c1	-0.33	i
O=S(=O)(Nc1nc2ccccc2nc1Cl)c1ccccc1C(F)(F)F	-0.16	i
CC(=O)Nc1ccc(NC(=O)CSc2nnc(-c3ccco3)n2Cc2ccco2)cc1	-0.02	i
Cc1cccn2c(=O)c3cc(C#N)c(=N)n(CCN4CCOCC4)c3nc12	1.4	·
CCN1/C(=C2/SC(=S)N(NC(C)=O)C2=O)Sc2ccc(OC)cc21	-0.06	i
COc1cc(-c2onc3ccc(Br)cc23)cc(OC)c1OC	4	i
O=C(NCCCO)C(=O)NCCc1ccc(Cl)cc1	0.44	i
Cc1c(NC(=O)C2CCCCN2S(=O)(=O)c2ccc(Cl)cc2)c(=O)n(-c2ccccc2)n1C (stereo unspecified)	1.7	i
COc1cccc2cc(-c3cn4cccc(C)c4n3)c(=O)oc12	0.6	i
CC1C=CCC2C(=O)N(c3cccc(C(=O)Nc4ccc(F)cc4)c3)C(=O)C12 (stereo unspecified)	1.3	i
NC1=NC[C@H](Cc2ccccc2)N1CCc1cccc(F)c1	-0.74	i
CC(C)(C)OC(=O)NCCCCCc1nnc(SCC(N)=O)o1	0.36	-6.3*
CCN(C(=O)COC(=O)c1ccc(OC)c(S(=O)(=O)N(C)Cc2ccccc2)c1)C1CCS(=O)(=O)C1 (stereo unspecified)	-1.1	i
Cn1c(CSc2nc3ccccc3s2)nnc1SCC(=O)NCc1cccnc1	-1.7	i
CN(CC1COCCO1)C(=O)c1cc(COc2c(F)cccc2F)on1 (stereo unspecified)	0.02	i
Cc1ccc(-c2nnn(CC(=O)N3CCN(c4ccccc4)CC3)n2)o1	-1.2	i
Cc1ccc(NC(=S)NC2CCCCC2)cc1S(=O)(=O)N(C)C	2	i
O=C(Nc1ccc(Cl)c(Cl)c1)C1CCN(C(=O)c2ccco2)CC1	-0.88	i
COc1ccc(N(CC(=O)NC2CCCC2)C(=O)CCC(=O)Nc2cc(C)on2)cc1OC	0.45	i
CCC(=O)N1CCN(c2ccccc2NC(=O)COc2cccc(C)c2)CC1	0.25	i
CN1CCCC(OC(=O)c2ccc(Cl)cc2)C1 (stereo unspecified)	-1.7	i
COc1cccc(CNCCSc2nnnn2C)c1	0.02	i
Cc1ccc(F)cc1NC(=O)C1CCN(c2cnccn2)CC1	-0.42	i
COc1ccc(NC(=O)c2csc(C)c2)cc1OC	-1.1	i
Cc1ccc(Cl)cc1N(CC(=O)NC1CCCC1)C(=O)c1csnn1	-0.86	i
Nc1nnc(CC(=O)N/N=C/c2ccccc2OCc2ccccc2F)s1	-0.27	i
N#CCSc1nc2ccc(N3CCCCC3)cc2c(=O)n1Cc1ccccc1	-0.02	i
Cn1c(Cn2c(=O)sc3ccccc32)nnc1SCC(=O)Nc1cccc(F)c1	·	i
O=C(c1cccc([N+](=O)[O-])c1)N1CCCC(C(=O)N2CCCCCC2)C1 (stereo unspecified)	-0.21	i
CC(N)=Nc1ccc([N+](=O)[O-])cc1	2	i
Cc1ccc(-c2noc(CCC(=O)Nc3ccc4c(c3)OCO4)n2)cc1	0.12	i
CCOC(=O)C1=C(N)Oc2cc(O)ccc2C1c1cccnc1 (stereo unspecified)	0.07	i
CC(NC(=O)c1ccccc1C(=O)O)c1ccc(-n2ccnc2)cc1 (stereo unspecified)	0.02	i
CCOC(=O)C(=O)Nc1ccccc1C#N	1.4	i
Cc1ccccc1C(=O)NNC(=O)C1CC(=O)N(Cc2ccccc2)C1 (stereo unspecified)	-0.12	i
Cc1cc(=O)oc(C)c1C(=O)OCC(=O)c1ccc(Cl)cc1	0.27	i
O=C(CN(Cc1ccc(F)cc1)C(=O)CCC(=O)Nc1ccccn1)NCCc1ccccc1	-0.66	i
Cc1cc(=O)oc(C)c1C(=O)Nc1ccc(Cl)cn1	1.6	i
COc1ccc(C)cc1S(=O)(=O)N(C)CC(=O)NCc1ccccn1	-0.03	i
COc1ccc(Cc2nnc(NC(=O)c3ccc(OC)cc3OC)s2)cc1	0.65	i
O=C(c1ccco1)N1CCN(CCCCN2C(=O)c3ccccc3C2=O)CC1	-0.28	i
CCOC(=O)Nc1ccc([N+](=O)[O-])cc1C	-0.95	i
O=C(COc1ccccc1Cl)Nc1ccc2oc(=O)ccc2c1	-0.77	i
N#Cc1c(N)n(-c2ccccc2)c(=O)c2cc([N+](=O)[O-])ccc12	0.02	i
CC1CN(C(=S)Nc2ccccc2C(F)(F)F)CC(C)O1 (stereo unspecified)	-0.16	i

Other entries:
Structure	Kir21 block	CHT block
Cc1cccc[n+]1CC(=O)c1ccc(Cl)cc1	0.44	i
Clc1ccc(Nc2nc(-c3cccnc3)cs2)cc1	-3	i
Cc1cccc(C)c1NC(=O)CN1CCNCC1	0.73	i
Cc1cc(N2CCN(c3ccc(F)cc3)CC2)nc2cc(O)ccc12	-0.17	i
Cc1ccccc1NC(=O)CN1C(=O)C2C3CC(C(Br)C3Br)C2C1=O (stereo unspecified)	-1.1	i
Nc1ccc(NC(=O)Nc2ccc(N)cc2)cc1	-0.51	i
COc1ccc(Cl)cc1-c1nc(-c2ccc(NC(=O)c3cccs3)cc2)no1	-0.14	i
O=c1[nH]c(/C=C/c2ccc3c(c2)OCO3)c([N+](=O)[O-])c(=O)[nH]1	-1.1	i
CCC(C)(C)n1nnnc1C(c1cccnc1)N1CCN(c2cccc(C(F)(F)F)c2)CC1 (stereo unspecified)	-0.78	i
CC1CC(C)CN(C(=O)CN(C)S(=O)(=O)c2ccc3c(c2)c(=O)n(C)c(=O)n3C)C1 (stereo unspecified)	0.74	i
COc1ccc2ccccc2c1/C=N/O	0.27	i
CCCN(CCC)c1c([N+](=O)[O-])c(=O)oc2ccccc12	-1.1	i
CC1(C)Cc2cccc(OCC(=O)Nc3ccccc3F)c2O1	1.1	i
Cc1c(Cl)cccc1NC(=O)CN1CCC(NC(=O)C2CCCCC2)CC1	-0.09	i
C[C@@H](NC(=O)[C@@H]1Cc2ccccc2CN1C(=O)OC(C)(C)C)C(=O)NCC1CCCO1 (stereo partly specified)	0.19	i
COc1cc(C(=O)NCC(c2cccs2)N2CCc3ccccc32)cc(OC)c1OC (stereo unspecified)	-0.32	i
O=C(NCc1ccc(N2CCCC2=O)cc1)c1cn(Cc2ccccc2)nn1	1.2	i
CCOC(=O)C1=C(CS(=O)(=O)c2ccccc2)NC(=O)NC1c1ccccc1OC (stereo unspecified)	-0.46	i
Cn1c(=O)c2[nH]c(CNCc3ccccc3Cl)nc2n(C)c1=O	-0.33	i
CC(C)(C)C(=O)CN1C(=O)NC(c2ccccc2)(c2ccccc2)C1=O	-1.9	i
O=S1(=O)CCC(n2ncc3c2/C(=C/c2ccccc2)CC3)C1 (stereo unspecified)	0.28	i
CCOc1cccc(Oc2ncccc2C(=O)/C(C#N)=C/N(C)C)c1	-0.08	i
COC(=O)c1cc(/C=C/c2ccccc2)[nH]n1	0.68	i
CCCOC(=O)c1c(NC(=O)C2CCCO2)sc(C(=O)OC)c1C (stereo unspecified)	-0.36	i
CCOc1ccc(C(=O)NCCCN(CC)CC)cc1	0.36	i
CCCCOC(=O)C(C)Nc1n[nH]c(=O)[nH]c1=O (stereo unspecified)	-1.3	i
CCOC(=O)c1c(N)c2cc([N+](=O)[O-])ccc2n1C	-0.91	i
Cc1csc(SCC(=O)Nc2ccc(S(=O)(=O)N3CCCC3)cc2)n1	-0.26	i
c1ccc(OCc2nn3c(-c4n[nH]c5c4CCC5)nnc3s2)cc1	-0.03	i
CC(C)(c1ccccc1)c1ccc(OCC(O)CNC2CCN(Cc3ccccc3)CC2)cc1 (stereo unspecified)	-4.9*	i
O=C(COc1ccccc1)N=C1SC2CS(=O)(=O)CC2N1c1ccc(F)cc1F (stereo unspecified)	0.23	i
COc1ccccc1C(=O)NNC(=O)c1csc(N2CCOCC2)n1	-0.43	i
COc1ccc(C2C=C(c3ccccc3)Nc3nnnn32)cc1 (stereo unspecified)	-0.17	i
N#CCc1c(C#N)c(N)nc(N2CCCC(CO)C2)c1C#N (stereo unspecified)	-1.2	i
COCCn1c(SCC(=O)NNC(=O)c2ccc(OC)c(OC)c2)nc2ccccc2c1=O	0.32	i
O=C(N/N=C/c1ccccc1)c1ccc(NC(=O)c2ccc(F)cc2)cc1	1.7	i
O=C(CCn1cccc1)Nc1ccc(F)cc1	-0.57	i
CC(C)Oc1ccc(C(CC(=O)N2CCOCC2)C(C)C)cc1 (stereo unspecified)	-0.33	i
O=C(NCc1ccco1)c1ccccc1Br	-0.47	i
COc1cccc2cc(C(=O)N3CCN(C/C=C/c4ccccc4)CC3)c(=O)oc12	0.97	i
COc1ccccc1N(CC(O)Cn1ccnc1C)S(=O)(=O)c1ccccc1 (stereo unspecified)	1.6	i
FC(F)(F)c1nc2ccccc2n2c(-c3c(Cl)cccc3Cl)nnc12	-1.6	i
CN(CC(=O)NCCc1ccccc1)Cc1ccco1	0.93	i
CCOc1ccc(S(=O)(=O)NCCC(=O)NCc2ccccn2)cc1	-0.21	i
Clc1cccc(NC2=NCCC2)c1	·	i
CCOC(=O)c1ccc(C(=O)OCC)c(NC(=S)Nc2ccc([N+](=O)[O-])cc2OC)c1	2.1	i
CCOC(=O)C1(CCOc2ccccc2)CCN(Cc2ccc(O)cc2)CC1	-0.66	i
NNC(=O)CSc1nnnn1-c1ccccc1	1.2	i
CCOCCCNCc1c(Cl)cccc1Cl	2.4	i
COCCNC(=O)c1ccc(CN2CCc3ccccc3C2)cc1	-0.21	i

Reformatted with each value named: four of the compounds above.
CC(C)(c1ccccc1)c1ccc(OCC(O)CNC2CCN(Cc3ccccc3)CC2)cc1 (stereo unspecified)
  Kir21 block: -4.9*; CHT block: i

O=C(COc1ccccc1)N=C1SC2CS(=O)(=O)CC2N1c1ccc(F)cc1F (stereo unspecified)
  Kir21 block: 0.23; CHT block: i

COc1ccccc1C(=O)NNC(=O)c1csc(N2CCOCC2)n1
  Kir21 block: -0.43; CHT block: i

COc1ccc(C2C=C(c3ccccc3)Nc3nnnn32)cc1 (stereo unspecified)
  Kir21 block: -0.17; CHT block: i

The list continues.
Structure	Kir21 block	CHT block
COc1cccc(C(=O)Nc2ccc(N(C)C)cc2)c1OC	1.2	i
COc1cc(Cl)c(C)cc1NC(=O)CCCN1C(=O)CCC1=O	0.6	i
COc1ccc(CNC(=O)Nc2ccc(C)cc2)cc1	0.74	i
Nc1nc(SCC(=O)NCc2ccc3c(c2)OCO3)n[nH]1	0.97	i
COc1ccc(F)cc1CN1CCN(C(=O)CCC(=O)Nc2nnc(C(C)C)s2)CC1	2	i
Cc1noc(NS(=O)(=O)c2ccc(NC(=O)c3nn(-c4ccc(F)cc4)ccc3=O)cc2)c1C	1.9	i
O/N=C1/CC/C(=N\O)c2nn(-c3ccccc3)nc21	·	i
CCCS(=O)(=O)N1CCN(S(=O)(=O)c2ccccc2[N+](=O)[O-])CC1	0.33	i
CC12CCC(C(=O)N3CCCCC3)(CC1=O)C2(C)C (stereo unspecified)	0.02	i
CCc1cc2c3c(c(=O)oc2cc1OCC(=O)OC)CCCC3	-1.9	i
CCOc1ccc(NC(=O)C2CC(=O)N(c3ccccc3F)C2)cc1 (stereo unspecified)	0.01	i
O=C(Nc1ccccc1)c1ccc(NCCc2ccccc2)c([N+](=O)[O-])c1	-0.02	i
O=C(c1cc(Br)ccc1Cl)N1CCN(c2ccccn2)CC1	-0.83	i
CCOC(=O)c1c(/N=C/c2ccc(C)cc2O)sc2c1CCC2	0.27	i
CC12CCC(=O)N1C(C(=O)NCCc1ccc(S(N)(=O)=O)cc1)CS2 (stereo unspecified)	0.28	i
COC(=O)c1cn(-c2ccccc2)nc1C(=O)OC	1	i
CC(C)NC(=O)CSc1nc2ccccc2n1-c1ccccc1	-3.8	i
